High-throughput results (PubChem BioAssay)
RGS4 inhibitor: Inhibitors of Regulator of G Protein Signaling (RGS) 4: qHTS. Regulator of G-protein signaling 4 (Homo sapiens), P49798. Transcreener GDP fluorescence polarization, RGS4-accelerated GTP hydrolysis. Potency, µM (highest dose often 114 µM), for the others: at the top dose activity change, negative = inhibition, hits mostly inhibitors. actives 0.039% (n = 390,000); note: % is set by controls: 0 for no effect and ±100 for the full control effect; nearly all actives have a fitted effect of over 75% in size; some results filed as inactive show a strong effect at the top dose
Target sequence (P49798 whole entry, looked up): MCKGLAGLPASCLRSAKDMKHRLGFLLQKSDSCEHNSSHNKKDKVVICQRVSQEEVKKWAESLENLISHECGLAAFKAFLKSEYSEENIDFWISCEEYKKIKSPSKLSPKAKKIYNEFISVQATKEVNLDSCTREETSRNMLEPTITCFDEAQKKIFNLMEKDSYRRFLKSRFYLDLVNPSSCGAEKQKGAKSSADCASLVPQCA
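MLSMR compounds (23 nl, pin-transferred) preincubated 10 min at room temperature with a 500nM (2x) first reagent, then RGS4 at 900nM (2x) plus Transcreener GDP mix added; fluorescence polarization (620/688 nm) read before and after 90 min at 30 °C.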
ERG Ets-DNA blk: qHTS for Small Molecule Inhibitors of the ERG Ets/DNA interaction; Transcriptional regulator ERG (Homo sapiens), P11308; fluorescence polarization, His-ERG Ets domain / labelled DNA; Potency, µM (titrated, usually from 76.9 µM), for the others: top-dose FP activity, negative = inhibition, actives largely listed as inhibitors; actives 0.028% (n = 370,000); active = well fitted inhibition curve with a large enough effect in the polarisation, with a control signal flat; inconclusive = small, poorly fitted or top-dose-only effect, or effect the other way, or a change in a side signal; inactive = no such curve, though single readings can be large or run the other way; the % refers to the polarisation;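 note: polarization taken with two DNA probes labelled with fluorescein and Texas red; % of control where 0% means no effect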
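His-tagged ERG Ets domain (1 uM in the protein solution; 300mM KCl, 50mM Tris-HCl, 1mM EDTA, 1mM DTT, pH 7.5) received compound, then a probe mix of 5 nM fluorescein-DNA and 100nM Texas-615-DNA. Fluorescence polarization was read for both dyes.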
Tb PGK inh: qHTS Assay to Find Inhibitors of Phosphoglycerate Kinase; actives 0.043% (n = 380,000); AID 602233, 2012; PGK/GAPDH coupled, Kinase-Glo luminescence, 60 min; Potency, µM (highest dose often 57.5 µM), without a hit: top-dose activity change, negative = inhibition, most hits filed as inhibitors; note: % is set by controls: 0 for no effect and ±100 for the full control effect; nearly all actives have a fitted effect of over 60% in size
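Luminescent ATP detection (Kinase-Glo Plus) follows a 60-minute room-temperature incubation, with wells lacking PGK as controls. Buffer: 100 mM TEA (pH 7.6), 5 mM MgCl2, 0.01% Tween-20. Coupling enzyme GAPDH (100 nM final) supplies unstable 1,3-BPG in-well.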
ALOX12 inh: Primary qHTS assay for inhibitors of human arachidonate 12S-lipoxygenase (ALOX12): Round 2; Polyunsaturated fatty acid lipoxygenase ALOX12 (Homo sapiens), P18054; purified 12hLO, xylenol orange hydroperoxide absorbance; Potency, µM (highest dose often 108 µM), for inactives: top-dose activity change, negative = inhibition, most hits filed as inhibitors; actives 1.1% (n = 580,000); AID 1671190, 2021; note: % is set by controls: 0 for no effect and ±100 for the full control effect
Target sequence (P18054 whole entry, looked up): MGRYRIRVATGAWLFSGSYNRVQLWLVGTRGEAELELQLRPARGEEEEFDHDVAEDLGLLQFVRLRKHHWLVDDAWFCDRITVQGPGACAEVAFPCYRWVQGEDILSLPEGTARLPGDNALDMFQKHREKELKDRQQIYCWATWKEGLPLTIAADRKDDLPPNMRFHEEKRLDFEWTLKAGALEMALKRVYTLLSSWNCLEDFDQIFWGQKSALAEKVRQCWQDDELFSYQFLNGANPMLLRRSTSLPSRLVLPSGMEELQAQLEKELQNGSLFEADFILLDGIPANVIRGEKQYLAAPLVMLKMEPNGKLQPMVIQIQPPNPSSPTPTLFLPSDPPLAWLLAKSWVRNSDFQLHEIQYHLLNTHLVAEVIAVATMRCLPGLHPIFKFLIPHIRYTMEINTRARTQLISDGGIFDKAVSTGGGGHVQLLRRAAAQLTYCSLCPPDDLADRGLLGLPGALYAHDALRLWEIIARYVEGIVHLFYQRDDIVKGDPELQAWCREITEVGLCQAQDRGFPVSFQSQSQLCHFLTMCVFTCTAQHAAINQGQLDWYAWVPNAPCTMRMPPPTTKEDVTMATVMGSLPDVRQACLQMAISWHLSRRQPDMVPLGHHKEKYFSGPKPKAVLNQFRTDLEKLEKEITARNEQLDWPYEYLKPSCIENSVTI
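Hydroperoxide product was detected by ferrous iron/xylenol orange as the 573 to 405 nm absorbance ratio. Arachidonic acid at 40 uM (final) was turned over for 30 min at room temperature by 150 nM human 12hLO, pH 7.0 Hepes buffer, after 15 min compound preincubation.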
JMJD2A Tudor inh: qHTS Assay for Inhibitors of JMJD2A-Tudor Domain; Potency, µM (top dose mostly 114 µM), without a hit: at the top dose activity change, negative = inhibition, usual class: inhibitors; AlphaScreen JMJD2A-Tudor / H3K4me3 peptide binding; AID 504339, 2011; actives 4.4% (n = 390,000); note: % is set by controls: 0 for no effect and ±100 for the full control effect; nearly all actives have a fitted effect of over 50% in size
Pin1 inh: qHTS Assay to Find Inhibitors of Pin1 | Peptidyl-prolyl cis-trans isomerase NIMA-interacting 1 (Homo sapiens), Q13526 | Pin1 FP peptide displacement, HiFluor488, 10 min | Potency, µM (titrated, usually from 115 µM), without a hit: at the top dose activity, negative = inhibition, hits mostly inhibitors | actives 0.009% (n = 390,000) | AID 504891, 2011; active = well fitted inhibition curve with a large enough effect in the polarisation, with a control signal flat, not every such curve was filed as active; inconclusive = small, poorly fitted or top-dose-only effect, or effect the other way, or a change in a side signal; inactive = no such curve, though single readings can be large or run the other way; the % refers to the polarisation; note: % is set by controls: 0 for no effect and ±100 for the full control effect
Target sequence (Q13526 whole entry, looked up): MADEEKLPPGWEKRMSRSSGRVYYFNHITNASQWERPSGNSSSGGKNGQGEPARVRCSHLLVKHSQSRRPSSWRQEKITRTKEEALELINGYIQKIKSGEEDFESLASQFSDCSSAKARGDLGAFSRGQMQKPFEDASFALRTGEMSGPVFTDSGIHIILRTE
HP1b binding inh: HTS for Inhibitors of HP1-beta Chromodomain Interactions with Methylated Histone Tails; AlphaScreen HP1-beta / biotin-H3K9me3 peptide binding; Potency, µM (highest dose often 114 µM), for the others: at the highest dose activity change, negative = inhibition, most hits filed as inhibitors; actives 0.56% (n = 390,000); note: nearly all actives have a fitted effect of over 70% in size; inactives centre near 23
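Compound inhibition of the preformed complex between 50 nM HP1-beta and 50 nM biotinylated H3K9me3 peptide was read by AlphaScreen. Buffer was PBS pH 7.4 with 0.01% Tween-20. Incubations ran 30 min at room temperature, with 10 ug/mL donor/acceptor beads.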
TrxR1 inh: qHTS Assay for Inhibitors of Mammalian Selenoprotein Thioredoxin Reductase 1 (TrxR1): qHTS | Potency, µM (series often up to 114 µM), without a hit: at the highest dose activity change, negative = inhibition, usual class: inhibitors | actives 1% (n = 390,000) | recombinant rTrxR1, NADPH fluorescence consumption, selenite substrate | Thioredoxin reductase 1, cytoplasmic (Rattus norvegicus), O89049 | AID 588453, 2011; note: % is set by controls: 0 for no effect and ±100 for the full control effect; nearly all actives have a fitted effect of over 65% in size
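Rat TrxR1 (90 nM in the dispensed reagent) was pre-reduced with 400 uM NADPH for 5 min at room temperature, then incubated with compound for 15 min. After 400 uM selenite was added, NADPH fluorescence (Ex 340/Em 450 nm) was followed for 8 min.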
GLS inhibitor: qHTS for Inhibitors of Glutaminase (GLS). AID 624170, 2012. Potency, µM (highest dose often 45.5 µM), for inactives: at the top dose activity change, negative = inhibition, hits mostly inhibitors. actives 0.21% (n = 410,000). GLS enzymatic activity, qHTS titration; note: % is set by controls: 0 for no effect and ±100 for the full control effect
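hKGA in 45 mM KH2PO4 pH 8.2, 0.02% Tween-20 with pin-transferred compounds; 1 mM L-glutamine (stock) plus glutamate oxidase/HRP/Amplex Red coupling added. Fluorescence read initially and after 30 min at RT.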
* hit, by the source's call; i = inactive; ? = inconclusive; nt = no result given; & = joins results of further samples; [ ] = another dose, or the depositor's remark. Unless noted, calls come from the whole dose curve; as a rule, active = well fitted curve in the direction sought with a large enough effect; inconclusive = small, poorly fitted or top-dose-only effect, or another doubt; inactive = no such curve, though single readings can be large; an effect the other way counts as inactive or inconclusive. Potency is the fitted concentration of half-maximal effect. The list is partial; the hit share may differ from the screen's.

SMILES	RGS4 inhibitor	ERG Ets-DNA blk	Tb PGK inh	ALOX12 inh	JMJD2A Tudor inh	Pin1 inh	HP1b binding inh	TrxR1 inh	GLS inhibitor
O=C(CSc1nc2nc3c(cc2c(=O)n1-c1ccccc1)CCCC3)Nc1cccc2ccccc12	-11.1%	0.1%	5.6%	-17.0%	-3.8%	17.8%	20.5%	9.6%[57.1 µM]	?
COc1ccc(NS(=O)(=O)c2ccc(N/N=C(\C)c3ccncc3)c([N+](=O)[O-])c2)cc1	-6.5%	3.7%	-6.2%	4.7%	?	?	-16.3%	-15.8%	-1.2%
Nc1nc(SCC(=O)Nc2cccc(C(F)(F)F)c2)n[nH]1	14.3%	-1.2%	-6.5%	0.0%	-8.0%	-10.5%	12.2%	1.4%	26.5%
CN1CCn2c1nc(N1CCCCC1)nc2=O	-5.8%	4.0%	-8.1%	0.0%	5.3%	-6.6%	32.6%[activator]	-13.3%	nt
O=C(O)c1cccc(Cn2cccn2)c1	-20.6%	-6.2%	7.1%	0.0%	11.0%	-15.2%	48.8%[activator]	-8.6%	7.1%
COc1nc(Nc2cccc([N+](=O)[O-])c2)nc(OC)n1	14.1%	-4.3%	3.3%	?	-12.0%	-2.9%	21.4%	12.1%	0.0%
CCOC(=O)c1c(NC(=O)CSc2nnc(-c3ccccc3)n2CC)sc(C(C)=O)c1C	-15.3%	0.1%	-9.3%	24.5%	-25.2%	33.2%[activator]	7.5%	10.4%[57.1 µM]	0.9%
COc1cccc(-c2nnc(NC(=O)c3ccc4ncsc4c3)o2)c1	-50.0%	0.3%	i	-2.3%	-19.6%	?	25.1%	7.7%[57.1 µM]	0.9%
Cc1ccc(S(=O)(=O)NCCC(=O)N2CCN(Cc3ccccc3)CC2)cc1	13.8%	nt	-9.2%	-12.5%	0.6%	-7.8%	2.0%	0.5%[11.4 µM]	-2.6%
CCN(CC)C(=O)COc1coc(CN2CCN(Cc3ccccc3)CC2)cc1=O	-8.8%	0.5%	i	0.1%	-6.0%	-8.9%	34.3%	19.9%	3.3%
COc1ccc(S(=O)(=O)N2CCc3ccccc32)cc1C(=O)OCc1c(C)noc1C	-50.6%	10.4%	-4.6%	55.0%[activator]	?	19.0%	9.1%	27.1%	-2.0%
O=C(CNC(=O)C1COc2ccccc2O1)N/N=C/c1ccc([N+](=O)[O-])cc1 (stereo not given)	-17.7%	2.4%	4.6%	-5.8%	-22.1%	-4.4%	-0.3%	21.0%[0.0914 µM]	-0.4%
N#C/C(=C\c1ccccc1OCC(=O)O)c1nc2ccccc2[nH]1	-2.1%	4.5%	-6.2%	?	-2.5%	-0.2%	29.7%	0.4%	-7.1%
Cc1nn(C(C)C(=O)NCc2cccs2)c(=O)c2nn(-c3ccccc3)c(C)c12 (stereo not given)	10.6%	2.0%	-4.7%	-3.1%	-3.1%	-9.0%	35.5%	27.0%	-0.3%
Cc1ccc(OCC(=O)N2CCOCC2)cc1C	4.0%	2.1%	-4.8%	-2.4%	-18.1%[57.1 µM]	-3.4%	40.0%[activator]	2.0%	4.4%
CCOC(=O)C1(CC2CC2)CCN(Cc2cn[nH]c2-c2ccccc2)CC1	11.8%	-21.6%	i	-7.3%	-12.7%	0.0%	24.1%	24.3%	-4.3%
CC(=O)c1ccc(S(=O)(=O)N2CCCC(N(C)CCc3ccccn3)C2)cc1 (stereo not given)	24.3%	8.8%	-5.8%	-10.6%	12.1%	-8.1%	29.2%	22.4%	17.2%
O=C(COC(=O)COc1ccccc1)NCc1ccc2c(c1)OCO2	-16.2%	-1.1%	-0.7%	10.5%	4.2%	-8.7%	27.9%	-9.6%	-0.6%
Cc1nc(SCC(=O)NCCc2ccccc2)c2oc3ccccc3c2n1	15.7%	-4.1%	i	-17.2%	?	-10.1%	9.9%	13.0%	6.8%
COc1ccccc1Nc1ncc(C(=O)Nc2ccc(OC)c(OC)c2)c2ccccc12	-22.8%&-23.7%	-20.3%&-2.1%	1.0%&4.9%	0.0%&-2.3%	-9.6%&-21.1%	8.2%&1.1%	22.5%&15.9%	?	1.0%&8.3%
COc1ccc(C(=O)NCCN2CCOCC2)c(OC)c1OC	14.3%	1.1%	7.0%	-18.4%	-24.2%	0.7%	20.0%	2.8%[57.1 µM]	6.6%
COc1ccc(OC)c(CN2CCN(C(=O)c3cccc(S(=O)(=O)Nc4ccccc4OC)c3)CC2)c1	7.0%	-0.7%	8.9%	14.2%	-35.6%	-3.1%	-11.0%	?	26.5%
Cc1ccc(N2CC(C(=O)Nc3nnc(SCC(=O)Nc4nc(C)cs4)s3)CC2=O)cc1 (stereo not given)	-4.6%	nt	-2.3%	-3.5%	-17.9%	27.7%	12.5%	12.5%	9.9%
COCCCNC(=O)CN(c1cc(Cl)ccc1OC)S(C)(=O)=O	-18.2%	1.0%	2.4%	?	7.6%	0.4%	49.0%[activator]	8.2%[57.1 µM]	-7.0%
COc1ccc(CCC(=O)OCC(=O)Nc2ccccc2OC(F)F)cc1OC	13.9%	11.3%	i	-45.4%&-7.3%	-29.8%	-3.7%	11.5%	20.0%[57.1 µM]	-11.4%
CCn1c(SCC(=O)OC)nnc1-c1ccncc1	16.5%	6.5%	-11.0%	-25.8%	-7.8%	-0.8%	28.5%	34.8%	4.7%
CCOC(=O)c1ccccc1NC(=O)CSc1nncn1C	-1.1%	-0.9%	-0.3%	-9.8%	-15.4%	-3.0%	7.4%	15.4%[57.1 µM]	-0.1%
CCC(C)NC(=O)c1cc(-c2cccc(OC)c2)on1 (stereo not given)	8.5%	-3.2%	-2.3%	-12.7%	18.4%	0.5%	49.7%[activator]	5.5%	-10.1%
O=C(O)CCC(=O)Nc1ccccc1C(=O)Nc1ccccc1	30.4%	0.4%	1.5%	-7.7%	-7.6%	7.5%	33.8%	15.0%	3.6%
CC(=O)N1c2ccc(S(=O)(=O)N3CCCCC3)cc2CC1C(=O)Nc1ccc(F)cc1C (stereo not given)	-9.9%[11.4 µM]	0.8%	-4.6%	4.9%	-27.5%	-2.4%	-1.0%	20.4%	-1.6%
CCN(C(=O)Cc1ccccc1OC)c1nnc(-c2ccncc2)s1	-14.5%	0.7%	nt	?	-25.2%	3.4%	33.0%	8.8%	0.2%
N#CCCN(C(=O)COC(=O)C1=COCCO1)c1ccc(F)cc1	12.2%	1.2%	-4.8%	-8.9%	-13.5%	-9.7%	7.4%	14.2%	3.1%
CCCCN(CC)C(=S)Nc1ccc2nc3n(c(=O)c2c1)CCCCC3	-23.2%	nt	i	-2.0%	-2.9%	2.3%	26.6%	-12.3%	13.1%
COc1cccc(N2CCN(C(c3ccccn3)c3nnnn3C(C)(C)C)CC2)c1 (stereo not given)	3.6%	-6.9%	9.0%	0.0%	?	-0.9%	18.1%	18.0%	-3.6%
COC(=O)c1cccc(NC(=O)Cn2cnc3c2c(=O)n(C)c(=O)n3C)c1	-1.3%	nt	-11.8%	?	-14.6%	0.9%	9.6%	25.4%	19.7%
CCOC(=O)c1[nH]c2c(c1Cc1ccccc1OC)C(=O)CC(c1ccccc1)C2 (stereo not given)	14.7%	5.7%	13.6%	-14.3%	-17.8%	19.4%	24.4%	-6.7%	3.6%
Cc1ccccc1NC(=O)CSCCO	16.4%	-5.2%	-7.9%	0.0%	-21.8%	1.5%	14.8%	9.8%	-5.8%
Cc1cc(C)c(S(=O)(=O)NCc2nc3nc(C)cc(C)n3n2)c(C)c1	-5.4%	1.9%	-7.1%	-10.1%	1.4%	-3.3%	46.1%[activator]	15.0%[57.1 µM]	-6.4%
COc1ccc(NS(=O)(=O)Cc2ccccc2)cc1OC	-2.8%	-7.7%	-2.3%	11.6%	-2.0%	-0.2%	31.1%[activator]	12.6%	5.3%
O=C(CCc1nc(-c2ccccc2F)no1)NC1CCCCC1	33.1%	nt	-7.0%	-7.0%	-5.8%	4.0%	6.8%	13.4%	-1.2%

3 consecutive compounds already listed, quoted:
SMILES	RGS4 inhibitor	ERG Ets-DNA blk	Tb PGK inh	ALOX12 inh	JMJD2A Tudor inh	Pin1 inh	HP1b binding inh	TrxR1 inh	GLS inhibitor
COc1ccc(C(=O)NCCN2CCOCC2)c(OC)c1OC	14.3%	1.1%	7.0%	-18.4%	-24.2%	0.7%	20.0%	2.8%[57.1 µM]	6.6%
COc1ccc(OC)c(CN2CCN(C(=O)c3cccc(S(=O)(=O)Nc4ccccc4OC)c3)CC2)c1	7.0%	-0.7%	8.9%	14.2%	-35.6%	-3.1%	-11.0%	?	26.5%
Cc1ccc(N2CC(C(=O)Nc3nnc(SCC(=O)Nc4nc(C)cs4)s3)CC2=O)cc1 (stereo not given)	-4.6%	nt	-2.3%	-3.5%	-17.9%	27.7%	12.5%	12.5%	9.9%
